mABHD4 FP = inhibitors of mouse ABHD4; Q8VD66; purified mABHD4, FP-Rh probe fluorescence polarization; inhibition, % at 8.92 µM; actives 0.54% (n = 370,000); AID 720543;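 active means inhibition exceeding the mean over every tested compound plus 3 SD, cut at about 30% in these data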;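 further: 0% = plate median of compound wells and 100% = S159A mutant with DMSO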
Target sequence (Q8VD66 whole entry, looked up): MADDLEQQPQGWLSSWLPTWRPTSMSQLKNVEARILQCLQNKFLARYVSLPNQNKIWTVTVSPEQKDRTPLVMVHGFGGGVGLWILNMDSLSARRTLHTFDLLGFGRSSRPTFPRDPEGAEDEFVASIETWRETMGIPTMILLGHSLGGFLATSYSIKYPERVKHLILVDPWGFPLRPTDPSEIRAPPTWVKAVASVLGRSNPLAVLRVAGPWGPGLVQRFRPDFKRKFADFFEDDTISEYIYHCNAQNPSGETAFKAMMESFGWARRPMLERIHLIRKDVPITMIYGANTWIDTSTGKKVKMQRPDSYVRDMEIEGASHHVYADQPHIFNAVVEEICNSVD
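system = mouse ABHD4 enzyme, wild type | medium = HEPES pH 7.0, NaCl, Pluronic buffer | also added = FP-Rh probe | incubation = Enzyme–compound pre-incubation 45 min, then probe 60 min, both 25 °C | technique = fluorescence polarization, excitation 525 nm, emission 598 nm, BODIPY TMR filters | controls = S159A mutant high control, sample median low control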
LEDGF integ inh = blocks HIV-1 LEDGF/p75-dependent DNA integration. TR-FRET IN-LEDGF/p75 DNA integration, Eu/Cy5. inhibition, % at 3.7 µM. actives 0.64% (n = 370,000). AID 743269;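 active means inhibition above the screen-wide mean plus 3 SD, cut at about 13% in these data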;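 further: signal is the Cy5 over europium emission ratio at 671 and 618 nm; 0% = plate median of compound wells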
MBD2 inh = blocks human MBD2 binding to methylated DNA. Q9UBB5. TR-FRET, MBD2 binding to methylated oligonucleotide. inhibition, % at 4.4 µM. actives 0.31% (n = 370,000). AID 686964; in the data active means inhibition above about 13%
NPR2 activator = GC-B (human) receptor activation. HEK293-GC-B cells, CNP EC30, cGMP TR-FRET; 0% at EC30 CNP, 100% saturating CNP. AID 1920062. activation, % at 10 µM. actives 0.11% (n = 370,000);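 active means activation at 10 µM reaching about 35% in either raw or pattern-adjusted values, limit read from the data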
SIAE inh = blocks human sialic acid acetylesterase; SIAE FP-Rh probe binding, fluorescence polarization; inhibition, % at 9.66 µM; actives 0.69% (n = 370,000); AID 1053197;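 active means inhibition above a cutoff: mean of compounds within the control limits plus 3 SD of those, cut at about 17% in these data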;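 further: 0% = plate median of compound wells and 100% = probe without SIAE protein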
Target sequence (Q9HAT2 whole entry, looked up): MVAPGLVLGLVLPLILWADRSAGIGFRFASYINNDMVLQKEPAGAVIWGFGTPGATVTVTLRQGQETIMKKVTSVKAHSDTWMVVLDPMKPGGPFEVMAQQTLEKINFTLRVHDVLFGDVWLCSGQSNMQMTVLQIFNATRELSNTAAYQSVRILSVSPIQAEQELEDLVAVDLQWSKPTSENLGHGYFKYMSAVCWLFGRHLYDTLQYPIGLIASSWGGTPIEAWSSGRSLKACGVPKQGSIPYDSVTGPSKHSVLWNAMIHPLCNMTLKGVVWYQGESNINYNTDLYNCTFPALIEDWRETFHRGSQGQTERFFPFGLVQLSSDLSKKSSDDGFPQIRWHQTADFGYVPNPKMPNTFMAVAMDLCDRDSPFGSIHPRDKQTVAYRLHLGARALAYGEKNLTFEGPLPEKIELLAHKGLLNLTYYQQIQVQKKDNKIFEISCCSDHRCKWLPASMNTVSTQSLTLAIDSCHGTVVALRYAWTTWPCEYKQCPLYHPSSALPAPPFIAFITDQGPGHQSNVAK
rCAG RNA binder = r(CAG) repeat RNA binding. TO-PRO-1 dye displacement fluorescence. inhibition, % at 3 µM. actives 1.3% (n = 370,000). AID 651821;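 active means inhibition above the plate cutoff, the mean of all test compounds on that plate plus 3 SD, cut at about 35% in these data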;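 further: 0% = DMSO alone and 100% = 100 µM mitoxantrone as full dye displacement; higher means more dye released from RNA so lower well fluorescence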
HTRA1 inhibitor = inhibitors of human serine peptidase HTRA1; Q92743; recombinant HTRA1, FP-rhodamine activity-based probe, fluorescence polarization; inhibition, % at 5.96 µM; actives 0.5% (n = 340,000); in the data active means inhibition above about 36%;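 further: 0% = enzyme with DMSO and 100% = wells lacking enzyme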
PRMT1 FP inh = inhibitors of human PRMT1. Q99873. recombinant PRMT1, activity-based probe fluorescence polarization. inhibition, % at 2.79 µM. actives 1.3% (n = 370,000);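 active means inhibition above about 21% made by adding two undisclosed values, limit read from the data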
TCR-CD3 inh = human TCR-CD3 binding inhibition. TAMRA-labeled TCR probe fluorescence, biochemical. inhibition, % at 9.4 µM. actives 0.37% (n = 360,000). AID 651800; in the data active means inhibition above about 19%;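 further: recombinant mutant TCR 2C K166C tagged with TAMRA read by polarization; 0% = receptor in buffer alone and 100% = receptor with positive control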
TDP2 inh = TDP2 (human) inhibition, absorbance primary screen; recombinant TDP2, T5PNP hydrolysis, p-nitrophenol absorbance 415 nm; inhibition, % at 12.8 µM; actives 0.34% (n = 370,000);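 active means inhibition above the mean of all tested compounds plus 3 SD, set per campaign, cut at about 25% in these data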;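 further: 0% = DMSO with enzyme and 100% = buffer with substrate but no TDP2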
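Evaluation: % inhibition relative to enzyme-containing and enzyme-free wells. Material: recombinant human TDP2. Benchmarks: enzyme-free and DMSO wells. Timing: enzyme reaction with compound for 2 h at 37 °C. Compound dosing: 12.8 µM only. Measured by: p-Nitrophenol epi absorbance. Reagent: T5PNP substrate at 5 mM, a TopII-DNA adduct mimic. Replication: single well per compound.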
* hit, by the source's call; . = not tested or not shown. A portion of the library; count on the stated rates, not on these rows.

Order of values: MBD2 inh	rCAG RNA binder	HTRA1 inhibitor	TDP2 inh	PRMT1 FP inh	mABHD4 FP	SIAE inh	NPR2 activator	TCR-CD3 inh	LEDGF integ inh
CC(C)(C)C(=O)Oc1ccc2cc(-c3ccc4ccccc4n3)c(=O)oc2c1
 : 0	-7	-1	-3	0	-2	8	4	3	-4
COC(=O)C1CN(Cc2ccccc2)CCS(=O)(=O)N1Cc1cn(Cc2cccc(Cl)c2)nn1 (stereo unspecified)
 : 7	11	.	1	0	4	-1	-6	.	-2
COCCCC1CCN(C(=O)c2cc(COc3cc(C)ccc3C)on2)CC1
 : -1	-1	-12	-11	-1	-10	0	10	-1	2
OC(COc1ccccc1)CN1CCN(c2ncccn2)CC1 (stereo unspecified)
 : 0	-5	-2	-1	-4	-2	1	4	-2	-2
COc1ccc(-c2nnc(NC(=O)CSc3ccccc3)s2)cc1OC
 : 2	2	3	15	-2	6	2	-5	3	-2
O=C(O)c1ccc(Cl)c(S(=O)(=O)NCC2CCCO2)c1 (stereo unspecified)
 : -1	6	-3	-10	2	4	-6	3	3	0
Cc1onc(-c2c(Cl)cccc2Cl)c1C(=O)c1c[nH]c(C(=O)NCCCN2CCOCC2)c1
 : -2	-4	3	5	0	0	2	1	3	4
O=C(N/N=C/c1cccc(O)c1)c1ccc(COc2ccc3c(c2)CCC3)o1
 : -2	14	-60	-7	2	-84	-82	1	-3	-1
CCOc1ccc(/C=N/NC(=O)c2ccc(CSc3nc4ccccc4[nH]3)cc2)cc1
 : -8	9	-73	-3	-2	-66	-1	6	2	-1
Cc1[nH]n(C(N)=S)c(=O)c1N=Nc1ccc(Cl)cc1Cl
 : -6	13	4	2	0	17	5	5	-1	-6
CC(C)CC[n+]1ccn(-c2nc3ccccc3nc2[N-]S(=O)(=O)c2ccccc2)c1
 : -3	-2	3	-1	2	3	7	2	0	3
COc1ccc(CNC(=O)CN(C(=O)CCC(=O)Nc2ccccn2)c2ccccc2OC)cc1
 : 2	-9	-2	7	3	3	1	5	4	-2
CC(=O)c1ccc(N2CCN(c3ccc(S(=O)(=O)NCCN(C)C)cc3[N+](=O)[O-])CC2)cc1
 : -13	0	5	-14	3	1	-3	-5	5	0
c1nnnn1C12CC3CC(CC(C3)C1)C2
 : 0	3	-2	-7	-1	9	-7	4	-7	-5
Cc1cc(C)n(CCNS(=O)(=O)c2ccc(Cl)cc2)n1
 : -3	-7	-1	14	-1	2	2	-1	-7	-2

(listing goes on)
Order of values: MBD2 inh	rCAG RNA binder	HTRA1 inhibitor	TDP2 inh	PRMT1 FP inh	mABHD4 FP	SIAE inh	NPR2 activator	TCR-CD3 inh	LEDGF integ inh
O=C(O)c1ccccc1C(=O)Nc1cccc([N+](=O)[O-])c1
 : -1	2	-2	19	1	6	0	0	0	-4
CCOC(=O)N1CCN(C(=O)c2ccc(Cn3c(=S)[nH]c4cc(C(=O)OC)ccc4c3=O)cc2)CC1
 : -2	5	2	-11	-7	-9	-2	10	-7	4
O=C(Cn1nnc2ccccc2c1=O)NCc1ccc(Cl)cc1
 : 7	0	-1	-5	4	-2	-5	-2	-11	5
CCc1ccc(C(=O)Nc2cc3c(cc2Cl)OCCCO3)cc1
 : -1	2	-12	5	0	10	-6	2	5	-1
O=C(CSc1ncn[nH]1)c1ccc2c(c1)OCCO2
 : 4	4	4	-5	13	-4	1	-1	4	-3
COc1cc2c(cc1OC)CN(C(=O)CCN1C(=O)C3CCCCC3C1=O)CC2 (stereo unspecified)
 : 1	-7	4	9	1	-5	0	1	-3	4
CCc1nnc(NC(=O)CCN2C(=O)c3ccccc3C2=O)s1
 : 1	-3	-2	3	1	3	5	3	2	1
O=C(CCCCCCCC(=O)NCC1CCCO1)NCC1CCCO1 (stereo unspecified)
 : 2	-2	0	7	-1	2	1	6	6	2
O=C1c2ccccc2C(=O)N1S(=O)(=O)c1ccccc1
 : 0	-2	3	10	-3	2	-2	3	4	-2
CC1(C)Cc2c(c(N3CCOCC3)nc3sc4c(NCc5ccccc5)nnnc4c23)CS1
 : -1	14	-38	1	-3	-34	-17	50*	8	0
COc1ccccc1OCc1ccc(C(=O)Nc2ccccc2F)cc1
 : 3	0	2	2	3	-3	8	2	-2	3
Cc1c(Nc2ccc(C=O)cc2)c(=O)n(-c2ccccc2)n1C
 : -1	4	4	-5	-2	0	2	0	1	1
COC(CNC(=O)[C@H](Cc1ccccc1)NC1(C(=O)NC2CCCCC2)CCC1)OC
 : 0	.	.	8	-4	3	11	-2	.	-1
O=C(c1ccc([N+](=O)[O-])cc1[N+](=O)[O-])N1CCc2ccccc21
 : 5	-1	9	15	-1	4	8	4	-1	2
CCOc1ccc(C(NC(=O)c2ccco2)c2ccc(OC)c(OC)c2)cc1 (stereo unspecified)
 : -2	-4	-1	-11	5	-2	1	0	0	5

Continued:
Order of values: MBD2 inh	rCAG RNA binder	HTRA1 inhibitor	TDP2 inh	PRMT1 FP inh	mABHD4 FP	SIAE inh	NPR2 activator	TCR-CD3 inh	LEDGF integ inh
Cc1ccc(S(=O)(=O)N(C)c2ccc3c(ncn3C)c2[N+](=O)[O-])cc1
 : -1	14	3	1	3	-5	2	0	3	-1
COC(=O)c1cc(=O)nc(NN=Cc2ccc(C)cc2)s1
 : -5	6	.	-2	1	7	-5	-8	1	0
CCN(CC)C(=O)C1CCCN(c2ccc([N+](=O)[O-])cc2/C=N/NC(=O)c2ccccc2)C1 (stereo unspecified)
 : 0	1	3	5	0	-5	1	-8	0	1
CC(C)[C@H](NC(=O)c1ccccc1)C(=O)OCC(=O)NCCc1ccc(F)cc1
 : 1	-7	-8	-5	-2	-8	5	2	5	1
Cc1ccc(S(=O)(=O)NCc2cccnc2)cc1C
 : 2	-1	10	24	-2	2	0	-2	1	-2
Cc1cccnc1NC(=O)c1ccc(Cl)c(S(=O)(=O)N2CCCCC2)c1
 : -3	-4	-4	19	-2	-4	2	1	0	-1
CC1CN(CCC(=O)Nc2ccc3c(c2)OCO3)CC(C)O1 (stereo unspecified)
 : -3	0	-1	1	5	-2	8	-3	5	2
COc1ccc(CC(CC(=O)O)C(=O)Nc2ccc(OC)cc2)cc1 (stereo unspecified)
 : -6	1	4	-2	-1	-1	2	0	-1	0
CCCCCCCCCCn1ccc(=N)cc1
 : 1	0	13	-21	1	0	-4	2	-4	-9
Cc1ccc[n+](CC(=O)Nc2ccc(N(C)C)cc2)c1
 : 1	-2	2	6	-1	1	0	-2	-2	-3
CCCCCCSc1cc(-c2nc3ccc(C)cn3c2NCc2ccccc2)ccc1OC
 : -2	4	-12	0	4	40*	5	1	6	-2
Cc1cc(C(=O)COC(=O)c2ccc(NC(=O)CC#N)cc2)c(C)n1C1CC1
 : 2	19	-32	5	2	-28	-21	3	-7	-3
CCC(C)(C)NC(=O)c1ccc2c(c1)N(CC(=O)N1CCCC1)C(=O)C(C)(C)O2
 : -6	-6	7	-11	-3	2	3	3	-4	3
CC1(c2cccc(Br)c2)NC(=O)N(CC(=O)Nc2ccc(S(N)(=O)=O)cc2)C1=O (stereo unspecified)
 : 4	14	-19	4	1	-2	-12	1	0	-5
C[C@H](CO)N1C[C@H](C)[C@H](CN(C)S(=O)(=O)c2ccccc2)OCc2ccccc2-c2c(n(C)c3ccccc23)C1=O
 : -6	3	-6	4	3	4	1	4	-1	1

More structures follow.
Order of values: MBD2 inh	rCAG RNA binder	HTRA1 inhibitor	TDP2 inh	PRMT1 FP inh	mABHD4 FP	SIAE inh	NPR2 activator	TCR-CD3 inh	LEDGF integ inh
COc1ccc(S(=O)(=O)NCCc2cn3nc(C)c(C)nc3n2)cc1C
 : 3	4	-1	-14	2	-6	-12	-2	10	6
CCCCCCCCCCCCCCCCCCNc1ccn(C2OC(COP(=O)(O)OCC3OC(n4cc(F)c(=O)[nH]c4=O)CC3O)C(O)C2O)c(=O)n1 (stereo unspecified)
 : -2	55*	-51	8	2	-17	.	-6	5	4
CC(C)OC(=O)c1ccc(Cn2nnc3ccccc3c2=O)cc1
 : 0	-7	-1	-6	0	-1	-5	7	10	-1
Cc1ccc(C(=O)N/C(=C\c2ccc(-c3cccc([N+](=O)[O-])c3)o2)C(=O)NCCCN2CCOCC2)cc1
 : -3	-1	5	5	0	2	5	5	-2	0
COCCCn1c(SCC(=O)Nc2oc(C)c3c(C)n[nH]c(=O)c23)nc2ccccc2c1=O
 : 1	-2	-1	5	-2	-2	0	5	2	0
O=C(Nc1cccs1)Nc1c(F)c(F)c(F)c(F)c1F
 : 1	0	4	2	3	7	5	2	-1	-2
Cc1ccc([C@@H]2CC(=O)[C@@H]3CN(S(=O)(=O)c4ccc(C)cc4)[C@H](c4cccc5ccccc45)C[C@@H]3N2S(=O)(=O)c2ccc(Cl)cc2)cc1
 : 5	12	-37	1	4	-1	-10	4	-1	-1
CC(=O)c1ccc(N2CCN(S(=O)(=O)c3ccccc3)CC2)c(F)c1
 : 5	-6	3	2	-1	-1	-1	-6	3	-2
COc1ccc(-c2n[nH]c3c2CN(C(=O)c2ccc(OC)c(OC)c2)CC3)cc1
 : 0	-3	3	15	-1	-7	-6	-4	3	3
Clc1ccc(-c2ccccc2)nn1
 : -1	0	.	10	-4	3	0	2	4	4
CCOC(=O)c1oc2ccc(Br)cc2c1NC(=O)CN1CCN(C)CC1
 : -5	-8	2	-5	-3	3	1	-8	3	0

Looked up by structure from the entries so far (two):
Order of values: MBD2 inh	rCAG RNA binder	HTRA1 inhibitor	TDP2 inh	PRMT1 FP inh	mABHD4 FP	SIAE inh	NPR2 activator	TCR-CD3 inh	LEDGF integ inh
Cc1ccc(C(=O)N/C(=C\c2ccc(-c3cccc([N+](=O)[O-])c3)o2)C(=O)NCCCN2CCOCC2)cc1
 : -3	-1	5	5	0	2	5	5	-2	0
CC(=O)c1ccc(N2CCN(S(=O)(=O)c3ccccc3)CC2)c(F)c1
 : 5	-6	3	2	-1	-1	-1	-6	3	-2

High-throughput results (PubChem BioAssay)
